# Chronic BCR inh = chronic active BCR signaling inhibition | ABC-DLBCL IkBa-CBG/CBR reporter, luminescence ratio, 4 h | Potency, µM (doses to about 46.1 µM), inactives show at the top dose ratio change, negative = lower green/red ratio, usual class: inhibitors | hit rate 0.05% among 340,000 | AID 493014; active means well fitted inhibition curve with a large enough effect in the signal ratio, with a control signal flat, not every such curve was filed as active; inconclusive means small, poorly fitted or top-dose-only effect, or effect the other way, or a change in a side signal; the % refers to the signal ratio;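 further: potency means the concentration at half of the fitted maximal effect; plate controls were basal doxycycline-induced cells for no effect and cells given 10 µM MG132 for full effect; MG132 reads +100%, hits lower the ratio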
#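 TMD8 ABC-DLBCL cells carrying doxycycline-inducible green luciferase fused to IkappaBalpha plus unfused red luciferase were exposed to compounds (up to 46 uM) for 4 hrs at 37C. Activity came from the overlap-corrected green/red luminescence ratio.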
# PKM2 act = activators of human pyruvate kinase M2; purified PKM2, Kinase-Glo ATP luminescence, activation; response scale: 0% is enzyme alone, no compound; P14618; Potency, µM (titrated, usually from 57.5 µM), for the others: at the highest dose activation, most hits filed as activators; hit rate 0.34% among 260,000; further: potency means the concentration at half of the fitted maximal effect; nearly all actives have a fitted effect of over 55% in size
#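 Purified hPK-M2 (>95% pure) converted ADP (0.1 mM final) to ATP with 0.5 mM PEP in 50 mM imidazole pH7.2, KCl, MgCl2, Tween 20, BSA; 1 h at room temperature. ATP detected by Kinase-Glo luminescence.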
# Coupling enz = inhibits coupling enzyme system, counter-screen for aldolase hits | hit rate 0.67% among 290,000 | coupling enzyme system counterscreen, AmpLite Red fluorescence | activity change, negative = inhibition, % at 58.2 µM, hits read low; in the data active means activity change below about -30%
#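 Counterscreen lacking aldolase: glyceraldehyde-3-phosphate coupling-enzyme reagent preincubated 10 min at RT with compound (at 57.5 uM final), then substrate/coupling system with AmpLite Red added; fluorescence read at 525/598 nm after 20 min RT.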
# B2AR arrestin = recruits beta-arrestin to the human beta2-adrenergic receptor. P07550. beta-arrestin recruitment to beta2AR, cell-based reporter. Potency, µM (doses to about 46.1 µM), for inactives: at the highest dose activation, usual class: activators. hit rate 0.02% among 330,000;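 further: potency means the concentration at half of the fitted maximal effect; 0% = DMSO controls and full agonism = EC100 isoproterenol or metaproterenol; nearly all actives have a fitted effect of over 65% in size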
# Giardia kill = kills Giardia lamblia; Giardia lamblia trophozoite viability; activity change, % at 7.66 µM, hits read low; hit rate 0.15% among 340,000; AID 540267; in the data active means activity change below about -80%; inconclusive means between about -30% and that limit;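 further: parasites exposed to compound for two days anaerobically before the ATP read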
#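 Viability, read as ATP luminescence: trophozoites at 100 cells/well, compound added, 48 hrs anaerobic at 37 deg C, then 15-30 min room-temperature development before reading.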
# Eya2 inh = inhibitors of human Eya2 phosphatase activity. recombinant Eya2, OMFP fluorescence dephosphorylation (OMFP is methylfluorescein phosphate). AID 488837. hit rate 0.006% among 330,000. Potency, µM (highest dose often 76.9 µM), for the others: top-dose activity, negative = inhibition, usual class: inhibitors; further: potency means the concentration at half of the fitted maximal effect
#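 Eya2 (0.2 uM) preincubated 10 min at ambient with compound, then OMFP substrate added at 50 uM; 10 min reaction in 50 mM HEPES pH 7.5, 50 mM NaCl, 5 uM MgCl2, 0.05% BSA, 1 mM DTT. Fluorescence read at Ex 485/Em 525 nm.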
# hERG WT inh = inhibitors of human wildtype KCNH2 potassium channel | Q12809 | U2OS, BacMam KCNH2, thallium flux FluxOr; stronger effect = lower value | activity change, % at 1.84 µM | hit rate 0.37% among 340,000;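 active means maximum activity change below -70%; inconclusive means maximum activity change between -70% and -50%; inactive means maximum activity change above -50%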
#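 U2OS cells were transduced with wild-type KCNH2 virus (2.03 x 10^8 / mL) for 4 h at room temperature, then cultured overnight at 37 C. Thallium flux was read with FluxOr dye. Rate constants were normalized to DMSO controls.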
# KCNH2 3.1 block = KCNH2 3.1 (human) potassium channel inhibition | U2OS KCNH2 3.1, thallium flux FluxOr; stronger effect = lower value | activity change, % (tested at about 1.8 µM) | hit rate 0.95% among 340,000;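 active means maximum activity change below -70%; inconclusive means maximum activity change from -70% to -50%; inactive means maximum activity change above -50%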;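 further: thallium influx rate constant from kinetic fluorescence after stimulation buffer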
#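 Normalized rate constant (relative to positive and negative DMSO controls) derived from a 2 min kinetic fluorescence read after stimulation; U2OS cells expressing the 3.1 isoform via virus at 1.77 x 10^8 /mL.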
# GALK inh = galactokinase (human) inhibition; P51570; Purified GALK, Kinase-Glo residual ATP luminescence; Potency, µM (top dose mostly 57.5 µM), for the others: top-dose activity change, negative = inhibition, most hits filed as inhibitors; hit rate 0.007% among 270,000; AID 1868; further: potency means the concentration at half of the fitted maximal effect
# Target sequence (P51570 whole entry, looked up): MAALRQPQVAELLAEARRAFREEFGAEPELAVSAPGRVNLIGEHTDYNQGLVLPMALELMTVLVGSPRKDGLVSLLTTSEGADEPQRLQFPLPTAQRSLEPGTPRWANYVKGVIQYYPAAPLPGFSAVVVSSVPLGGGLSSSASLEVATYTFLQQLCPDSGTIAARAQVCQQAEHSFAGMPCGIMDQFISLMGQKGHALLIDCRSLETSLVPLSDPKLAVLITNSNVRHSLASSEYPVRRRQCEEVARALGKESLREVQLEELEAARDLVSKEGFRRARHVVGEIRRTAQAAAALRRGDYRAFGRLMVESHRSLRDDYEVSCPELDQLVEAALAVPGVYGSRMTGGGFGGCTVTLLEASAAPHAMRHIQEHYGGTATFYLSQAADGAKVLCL
#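 Luminescence from leftover ATP (Ultra-Glo luciferase/luciferin) served as read-out after a 1 h room-temperature reaction of 5 nM GALK with 35 uM ATP and 100 uM galactose.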
# USP2a block = inhibitors of human ubiquitin-specific protease USP2a; O75604; USP2 core, Ub-CHOP2 coupled fluorogenic reporter, 485/531; Potency, µM (doses to about 38.3 µM), for the others: at the highest dose activity change, negative = inhibition, usual class: inhibitors; hit rate 0.01% among 330,000; AID 463254;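 further: potency means the concentration at half of the fitted maximal effect; plate controls were DMSO wells for no effect and full inhibition by NEM control for full effect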
# Target sequence (O75604 whole entry, looked up): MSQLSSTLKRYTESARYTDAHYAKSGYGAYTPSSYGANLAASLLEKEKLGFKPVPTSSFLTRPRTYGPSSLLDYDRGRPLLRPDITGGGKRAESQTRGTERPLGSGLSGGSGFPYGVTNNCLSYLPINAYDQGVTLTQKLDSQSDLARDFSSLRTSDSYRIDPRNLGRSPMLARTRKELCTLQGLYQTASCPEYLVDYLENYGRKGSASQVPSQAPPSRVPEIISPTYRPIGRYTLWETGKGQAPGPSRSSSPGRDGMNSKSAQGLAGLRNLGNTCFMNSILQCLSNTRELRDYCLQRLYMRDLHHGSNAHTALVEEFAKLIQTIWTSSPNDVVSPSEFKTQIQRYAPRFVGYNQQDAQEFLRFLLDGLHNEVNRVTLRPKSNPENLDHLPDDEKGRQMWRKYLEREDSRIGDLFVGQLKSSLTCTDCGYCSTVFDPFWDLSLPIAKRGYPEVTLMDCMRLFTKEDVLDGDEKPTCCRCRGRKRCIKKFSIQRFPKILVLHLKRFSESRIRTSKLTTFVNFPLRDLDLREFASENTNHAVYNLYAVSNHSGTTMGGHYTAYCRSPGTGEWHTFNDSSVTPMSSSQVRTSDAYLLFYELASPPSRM
#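 Cell-free coupled assay: 10nM USP2 core preincubated 30min RT with compound in Tris-HCl pH 8.0/CaCl2/CHAPS buffer, then 25nM Ub-CHOP2 and 25nM reporter substrate; fluorescence (Ex 485/Em 531) read after 60min RT, normalized to NEM inhibition, concentration-response curves fitted.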
# uPA generation = cell surface uPA generation inhibition; cell surface uPA generation assay, qHTS; Potency, µM (doses to about 38.3 µM), for the others: at the top dose activity change, negative = inhibition, usual class: inhibitors; hit rate 0.31% among 330,000; AID 540303; active means well fitted inhibition curve with a large enough effect; inconclusive means small, poorly fitted or top-dose-only effect; inactive means no such curve, though single readings can be large or run the other way; tested in mouse RAW 264.7 cells; further: potency means the concentration at half of the fitted maximal effect; nearly all actives have a fitted effect of over 55% in size
# * hit, by the source's call; ? = inconclusive; · = not tested or not shown; [ ] = dose if it differs, or a comment. Unless noted, the call rests on the fitted dose curve; in most records, active means well fitted curve in the direction sought with a large enough effect; inconclusive means small, poorly fitted or top-dose-only effect, or another doubt; inactive means no such curve, though single readings can be large; an effect the other way counts as inactive or inconclusive. Unless noted, on the % scale 0 is the no-effect control and ±100 the full control effect.
SMILES,Chronic BCR inh,PKM2 act,Coupling enz,B2AR arrestin,Giardia kill,Eya2 inh,hERG WT inh,KCNH2 3.1 block,GALK inh,USP2a block,uPA generation
OC(CNCC1COc2ccccc2O1)COc1ccccc1F (configuration not stated),-1.0%,0.2%,0.3,-0.3%,0.4,3.9%,-1.2,1.5,16.1%,-3.2%,6.0%
Cc1ccc(NC2CCCN(C(=O)c3ccc4[nH]ccc4c3)C2)cc1C (configuration not stated),?,0.3%,-0.6,0.1%,13.7,11.4%,-28.4,1.6,2.7%,-1.8%,9.3%
Cc1ccc(S(=O)(=O)NCCC(=O)NC(C)c2ccccc2)cc1 (configuration not stated),-6.6%,·,·,-1.0%,-4.0,6.4%,5.9,-4.8,4.9%,2.4%,6.5%
Cc1c(O)nc(SCC(=O)Nc2ccc3c4c(cccc24)CC3)n(-c2ccc(F)cc2)c1=O,1.5%,5.2%,13.8,-0.1%,8.1,13.7%,6.5,-9.8,-0.5%,4.9%,0.0%
COc1cc(/C=C/C2=CC(C)(C)NC(=S)N2)cc(OC)c1OC,?,1.9%,-1.0,0.1%,12.0,9.6%,-11.2,·,0.0%,-1.1%,-1.8%
O=C1N/C(=N\N=C\c2ccc3ncccc3c2)SC1Cc1ccc(SC(F)F)cc1 (configuration not stated),1.5%,-1.4%,3.6,0.0%,-22.1,20.4%,-0.4,-17.6,-0.4%,0.1%,·
COc1ccc(NC(=O)CCCC(=O)c2ccccc2)cc1,?,·,1.2,-0.4%,-6.1,-1.4%,6.4,-12.6,·,0.9%,?
O=C1[C@H]2[C@@H](C3CC3)N3C(=O)CN(CC4CC4)C(=O)[C@@]3(Cc3ccccc3)[C@H]2C(=O)N1c1ccccc1,2.7%,·,·,-0.2%,-16.6,-3.4%,-8.3,14.4,·,1.1%,3.3%
CN(Cc1ccccc1)S(=O)(=O)c1ccccc1[N+](=O)[O-],-3.5%,1.0%,-5.1,-0.8%,5.0,-3.8%,-2.4,10.7,2.4%,2.0%,-2.3%
O=C(N/C(C(=O)N1CCOCC1)=C(\Sc1ncccn1)c1ccccc1)c1ccccc1,-8.4%,-3.4%,3.3,-0.6%,9.6,1.1%,0.4,12.7,1.1%,-1.1%,-4.6%
C=CCNC(=O)C(=O)Nc1ccc2c(c1)N(S(=O)(=O)c1cccs1)CCC2,-18.1%,·,·,-0.9%,-7.5,21.1%,-5.8,2.0,·,0.5%,-8.6%
COc1ccc(/C(C)=C(\C#N)C(=O)OC(C)C)cc1OC,2.5%,-9.5%,2.7,-0.5%,-2.5,5.5%,3.3,10.0,-0.3%,3.3%,-6.4%
CS(=O)(=O)Nc1nnc(Cc2ccccc2)s1,3.2%,3.1%,1.8,-0.3%,-7.8,6.7%,0.5,-3.5,2.3%,2.5%,1.1%
COc1ccc(N2CCN(C(=O)c3ccccc3N(C)S(=O)(=O)c3ccccc3)CC2)cc1,-5.5%,1.2%,·,0.0%,-2.8,1.9%,0.3,-8.1,-6.6%,1.2%,-2.4%
CC(C)NC(=O)CC1(C(=O)NCc2ccc(Cl)cc2)CCCC1,-0.1%,·,0.4,-0.3%,13.7,18.0%,16.9,-1.3,1.9%,2.5%,-3.0%
CN(C)C(=O)Cn1c(SCC(=O)N2CCCc3ccccc32)nc2ccccc21,6.9%,0.4%,3.7,-1.3%,-5.0,10.9%,11.5,1.0,1.4%,-1.4%,-1.2%
COC(=O)C1=C(C)NC(=O)CC1c1ccccc1 (configuration not stated),-13.7%,-20.0%,0.1,-0.3%,25.8,1.1%,-18.8,7.7,1.3%,0.6%,-1.9%
COc1cc2ccccc2cc1C(=O)Nc1ccc(N2CCN(C)CC2)cc1,11.5%,-3.4%,1.5,0.4%,23.0,5.2%,6.4,15.8,-1.0%,-0.1%,-5.4%
O=C(O)C1CC=CCC1C(=O)Nc1ccccc1C(=O)N1CCN(c2ccc(F)cc2)CC1 (configuration not stated),-0.2%,-1.2%,3.0,-0.3%,-5.1,2.0%,0.9,16.4,0.5%,0.7%,-0.1%
O=C(NCCNC(=O)C1CC2CCC1C2)C1CC2CCC1C2 (configuration not stated),-7.3%,-4.1%,2.0,0.4%,-14.9,-19.5%,1.2,0.4,0.1%,-0.8%,0.9%
O=C1CSC(c2ccccc2)N1c1cccnc1 (configuration not stated),-1.7%,0.9%,-0.9,-0.5%,12.9,1.4%,-1.3,-2.0,-1.5%,0.7%,-0.7%
CS(=O)(=O)c1ccc2nc(NC(=O)C3COc4ccccc4O3)sc2c1 (configuration not stated),?,-1.3%,-1.9,-0.5%,0.2,10.5%,1.6,10.7,-1.8%,-1.6%,5.3%
Cc1ccc(S(=O)(=O)N(CC(=O)O)c2ccc(Cl)c(C(F)(F)F)c2)cc1,3.4%,2.4%,17.2,0.3%,2.1,14.3%,1.9,3.4,-2.5%,0.2%,-1.1%
Cc1ccsc1-c1nc(CSCC(=O)NCc2ccc3c(c2)OCO3)c(C)o1,?,-3.2%,2.1,0.5%,17.2,-8.5%,-6.8,-10.5,1.3%,0.9%,-6.1%
O=C1CN(C(=O)COC(=O)Cc2ccsc2)c2ccccc2N1,?,0.5%,3.1,0.3%,21.1,10.2%,-1.4,-0.2,-1.4%,-1.5%,1.4%
COc1cc(NC(=O)CNc2cccc(S(=O)(=O)N3CCCC3)c2)cc(OC)c1,?,1.3%,·,-0.2%,0.3,-10.5%,-34.4,-13.7,0.3%,-0.2%,8.6%
O=S(=O)(c1cccc(-c2nnc(-c3ccc(Br)cc3)o2)c1)N1CCCCCC1,10.7%,-3.3%,0.8,-0.2%,2.1,-1.3%,1.0,-19.8,-1.4%,-0.2%,-0.2%
Cn1c(=O)c2c(nc(SCc3ccccc3F)n2C)n(C)c1=O,?,12.4%[11.5 µM],0.3,-1.5%,24.9,-8.6%,-2.8,-5.2,7.5%,-5.0%,0.8%
O=C(COC(=O)c1ccccc1)NCCC1=CCCCC1,-0.2%,-0.7%,3.2,0.3%,5.1,1.3%,2.5,8.1,-2.9%,1.9%,4.3%
O=C(NCc1cccnc1)Nc1cccc(NC(=O)NCc2cccnc2)c1F,-0.1%,12.5%,-3.6,-0.8%,-4.2,-14.8%,14.3,-0.4,-1.7%,0.5%,1.3%
CC(=O)Nc1ccc(S(=O)(=O)NC(C)C(=O)NC(C)c2ccccc2)cc1 (configuration not stated),1.4%,-0.4%,0.2,0.5%,-7.7,-2.8%,-4.1,-6.7,15.2%,0.6%,5.0%
O=C(Cc1ccccc1)Nc1c2c(nn1-c1cccc(Cl)c1)CS(=O)(=O)C2,-1.2%,-1.7%,-0.8,-0.9%,-12.0,14.0%,24.8,2.4,-0.3%,0.7%,·
CCOc1ccc(/C=C/C(=O)N2CCOCC2)cc1OC,2.1%,1.3%,0.2,-0.2%,35.7[activator],5.3%,-3.9,9.1,-3.9%,-0.9%,9.4%
CN(C)c1nc(Nc2ccccc2)nc(Oc2ccc(=O)[nH]n2)n1,18.8%,-6.5%,4.4,-0.6%,-3.5,-7.9%,3.1,8.1,-3.8%,2.1%,1.7%
Cc1cc(C)c2c(N)c(C(=O)NN)sc2n1,-0.1%,22.7%,-6.8,-0.1%,10.3,?,1.6,16.1,5.7%,-3.4%,2.7%
NC(=O)CN1C(=O)/C(=c2\sc3nc(=O)c(Cc4ccccc4)nn3c2=O)c2ccccc21,-10.2%,4.5%,-0.6,-0.4%,6.1,-1.8%,-1.9,4.6,-2.0%,3.8%,4.9%
O=C(NCC(c1ccco1)N1CCc2ccccc2C1)C(=O)Nc1ccc(F)cc1F (configuration not stated),?,·,·,-1.1%,-0.4,-9.8%,-4.8,-7.4,·,3.5%,-15.9%
Cc1cc(C)n(CC(=O)n2nc(C)cc2C)n1,?,3.1%,-1.0,-0.4%,-12.0,3.9%,-12.8,-5.5,-5.1%,-2.0%,4.4%
O=C(O)/C=C/C(=O)Nc1cccnc1,-0.4%,6.6%,-0.9,-1.1%,-11.1,7.4%,-0.1,5.9,·,-0.1%,-5.4%
CCOC(=O)C1CCN(Cc2nc3ccccc3c(=O)n2-c2ccc(F)cc2)CC1,?,-0.5%,2.6,-0.8%,19.7,11.9%,5.5,-2.2,1.6%,1.7%,-1.7%
O=C(NCc1ccco1)C1CCCN1C(=O)Nc1ccccc1Cl (configuration not stated),?,1.6%,-4.6,-0.6%,-1.2,3.7%,0.2,-5.5,5.9%,3.8%,3.4%

# Assay outcomes: PubChem, National Center for Advancing Translational Sciences (NCATS)
